Rv3671c inh: Rv3671c serine protease inhibitors, primary screen, biochemical, fluorescence polarization, M. tuberculosis H37Rv | AID 2606, 2010 | inhibition, % at 5.96 µM | P9WHR9 | 0.048% of 320,000 active; in the data active = inhibition above about 38%;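 note: extracellular domain of Rv3671c used as enzyme; 0% = enzyme with DMSO and 100% = no enzyme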
Target sequence (P9WHR9 whole entry, looked up, the tested form may be a part): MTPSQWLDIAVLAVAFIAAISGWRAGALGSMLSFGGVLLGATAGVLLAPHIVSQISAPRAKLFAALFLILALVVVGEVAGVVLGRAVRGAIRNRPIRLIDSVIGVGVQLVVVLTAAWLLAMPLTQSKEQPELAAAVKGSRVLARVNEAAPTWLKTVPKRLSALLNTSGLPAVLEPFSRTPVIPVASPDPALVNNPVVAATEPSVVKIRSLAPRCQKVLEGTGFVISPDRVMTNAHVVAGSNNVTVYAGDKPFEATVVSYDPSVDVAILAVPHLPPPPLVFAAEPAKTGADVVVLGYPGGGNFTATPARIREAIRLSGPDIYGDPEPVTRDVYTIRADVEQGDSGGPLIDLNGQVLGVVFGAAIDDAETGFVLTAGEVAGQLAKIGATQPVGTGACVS
SARS 3CLpro inh: SARS-CoV 3CLpro protease inhibitors, primary screen, biochemical, quenched FRET | Replicase polyprotein 1ab (Severe acute respiratory syndrome coronavirus), P0C6X7 | 0.14% of 290,000 active | inhibition, % at 6 µM | recombinant SARS-CoV 3CLpro, quenched FRET peptide cleavage; in the data active = inhibition above about 12%
BH1578 lux ind: inducers of Vibrio cholerae quorum light production without autoinducers, primary screen, BH1578 luxS cqsA deficient, single point; V. cholerae BH1578 lux reporter, luminescence, 6 h; AID 588436, 2011; 0.16% of 350,000 active; activation, % at 18.7 µM; in the data active = activation mostly above about 9.7%, no sharp cut-off; note: not every result past the cut was called active; inactives centre near 0; reference of the scale not given here
VHR inh abs: VHR1 phosphatase inhibitors, primary screen, biochemical, absorbance, uHTS; Dual specificity protein phosphatase 3 (Homo sapiens), P51452; recombinant VHR phosphatase, pNPP absorbance; inhibition, % at 13.3 µM; 0.52% of 290,000 active; AID 1654, 2009; in the data active = inhibition above about 50%; note: some compounds called inactive have numbers as strong as hits
Target sequence (P51452 whole entry, looked up): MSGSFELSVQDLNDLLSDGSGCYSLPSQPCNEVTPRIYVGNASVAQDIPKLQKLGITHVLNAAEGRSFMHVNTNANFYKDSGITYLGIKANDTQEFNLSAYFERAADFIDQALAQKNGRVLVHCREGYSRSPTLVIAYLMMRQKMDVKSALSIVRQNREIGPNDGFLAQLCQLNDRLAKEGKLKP
CCHF vOTU inh: CCHFV vOTU protease inhibitors, primary screen, biochemical, Pep-AMC substrate, fluorescence. 0.55% of 370,000 active. AID 651958, 2012. inhibition, % at 11.5 µM; in the data active = inhibition above about 30%; note: 0% = vehicle wells with enzyme and 100% = no enzyme wells
SSB-PriA inh: inhibitors of Klebsiella pneumoniae PriA binding to SSB C-terminal tail, primary screen, biochemical, AlphaScreen | PriA–SSB C-terminal tail interaction (Klebsiella pneumoniae) | inhibition, % at 33 µM | 0.6% of 430,000 active | AlphaScreen SSBct-PriA binding, biotinylated peptide; in the data active = inhibition mostly above about 37%, no sharp cut-off; inactive = mostly below about 20%;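 note: plate controls were negative control peptide for no effect and reference peptide for full effect; strong numbers were not always called active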
PrPC TRFRET: inhibitors of human cell surface prion protein PrPC, primary screen, cell-based, TR-FRET. inhibition, % at 13.8 µM. Major prion protein (Homo sapiens), P04156. 0.43% of 370,000 active. TR-FRET read-out; in the data active = inhibition above about 24%; note: 0% = median of the test wells and 100% = reference compound wells
MazF activator: activators of E. coli MazEF toxin-antitoxin RNase, primary screen, biochemical, fluorescence, uHTS; 0.32% of 350,000 active; AID 504720, 2011; activation, % at 20 µM; Endoribonuclease toxin MazF (Escherichia coli (strain K12)), P0AE70; FAM/BHQ RNA-DNA oligo cleavage fluorescence, 5 h; in the data active = activation above about 50%
Target sequence (P0AE70 whole entry, looked up): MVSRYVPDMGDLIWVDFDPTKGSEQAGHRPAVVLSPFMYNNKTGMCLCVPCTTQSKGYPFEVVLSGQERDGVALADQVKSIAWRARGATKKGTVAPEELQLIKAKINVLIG
Y pestis TopoI: Yersinia pestis topoisomerase I inhibitors, primary screen, biochemical, cleavage product accumulation, plate reader, single point. 0.064% of 360,000 active. AID 504884, 2011. Y. pestis Topo-I cleavage product accumulation. activity, % at 10 µM; in the data active = activity above about 50%, passing the limit was not always enough; note: inactives centre near 2
TcdB inh: TcdB glycohydrolase inhibitors, primary screen, biochemical, single point, plate reader | Toxin B (Clostridioides difficile), P18177 | TcdB glycohydrolase enzymatic assay | inhibition, % at 9.99 µM | 0.24% of 350,000 active; in the data active = inhibition above about 10%
* hit, by the source's call; i = inactive; / = not tested or not shown; & = joins results of further samples.

SMILES	Rv3671c inh	SARS 3CLpro inh	BH1578 lux ind	VHR inh abs	CCHF vOTU inh	SSB-PriA inh	PrPC TRFRET	MazF activator	Y pestis TopoI	TcdB inh
O=C(O)c1ccc(CNC(=O)C2CCN(S(=O)(=O)c3ccc4c(c3)OCCO4)CC2)cc1	/	/	-0.4	/	-6	/	6	-1	2	0.1
CC1Cc2ccccc2N1C(=O)COC(=O)c1ccc(Br)o1 (configuration not stated)	4	3	0.1	18	6	-12	4	6	4	1.3
Cn1c(=O)oc2cc(S(=O)(=O)N3CCCC(C(=O)NC4CCCc5ccccc54)C3)ccc21 (configuration not stated)	-1	0	-0.3	2	5	-10	5	-2	-2	0.5
O=C(Nc1cccnc1)OC1CCCC1	6	0	-0.3	4	-25	-7	-2	2	18	1.5
O=S(=O)(c1ccc(F)cc1)N1CCN(Cc2ccccc2C(F)(F)F)CC1	2	1	i	0	6	-12	5	-3	33	/
CCCC(=O)c1c[nH]c(C(=O)N2CCOCC2)c1	3	1	-0.4	22	-7	-6	6	3	-4	-1.2
CN(C)C(CNS(=O)(=O)c1ccc(F)cc1)c1cccnc1 (configuration not stated)	-6	0	-3.1	24	-3	-10	3	3	-2	2.7
O=C(Nc1cccc(F)c1)c1c(O)c2ccccc2[nH]c1=O	0	-3	-0.6	50*	-8	-9	4	10	3	1.8

3 compounds from above, sorted by formula weight, low to high.
SMILES	Rv3671c inh	SARS 3CLpro inh	BH1578 lux ind	VHR inh abs	CCHF vOTU inh	SSB-PriA inh	PrPC TRFRET	MazF activator	Y pestis TopoI	TcdB inh
CCCC(=O)c1c[nH]c(C(=O)N2CCOCC2)c1	3	1	-0.4	22	-7	-6	6	3	-4	-1.2
O=C(O)c1ccc(CNC(=O)C2CCN(S(=O)(=O)c3ccc4c(c3)OCCO4)CC2)cc1	/	/	-0.4	/	-6	/	6	-1	2	0.1
Cn1c(=O)oc2cc(S(=O)(=O)N3CCCC(C(=O)NC4CCCc5ccccc54)C3)ccc21 (configuration not stated)	-1	0	-0.3	2	5	-10	5	-2	-2	0.5

(next part)
SMILES	Rv3671c inh	SARS 3CLpro inh	BH1578 lux ind	VHR inh abs	CCHF vOTU inh	SSB-PriA inh	PrPC TRFRET	MazF activator	Y pestis TopoI	TcdB inh
CC(NCc1ccccc1)C1COc2ccccc2O1 (configuration not stated)	-2	2	3.6	17	0	-10	2	-8	7	/
C=CCNC(=O)c1onc(CSc2ccc(F)cc2)c1C(=O)NCC=C	10	/	-0.5	/	7	-10	6	3	8	2.1
Cc1cccc(-n2c(C)cc(/C=C3\NC(=O)NC3=O)c2C)c1	5	-5	i	9	-1	12	1	7	1	0.5
CCOC(=O)c1ccc(NC(=O)Nc2ccc3c(c2)OCCO3)cc1	8	-1	-0.4	9	3	18	11	1	-9	/
O=C(Nc1ccc(Cl)cc1)NN1CCCCCC1	/	/	i	/	5	-9	0	4	-2	0.0
NS(=O)(=O)c1ccc(Nc2nc3ccccc3nc2NS(=O)(=O)c2cccc([N+](=O)[O-])c2)cc1	11	1	-0.3	18	8	23	-6	2	12	2.5
c1ccc(-c2nnc(-c3ccncc3)nc2-c2ccccc2)cc1	-1	0	-5.6	-19	-11	3	-6	-4	-1	0.8
CN(C)C(=O)Cn1c(=O)n(S(=O)(=O)c2ccccc2)c2ccccc21	-4	1	-0.4	-6	19	-4	1	5	3	1.5
O=C(NCCN1CCN(c2ccccc2)CC1)C1CCN(S(=O)(=O)c2cccc3nsnc23)CC1	3	-4	0.2	25	4	-3	-10	4	3	0.8
COC1=CC=C2[C@H]3Cc4ccc(OC)c5c4[C@@]2(CCN3C)[C@H]1O5	5	2	-0.5	-7	-12	14	-11	-21	-4	1.7
CC(=O)Nc1ccc(C2(c3ccc(NC(C)=O)cc3)C(=O)Nc3ccccc32)cc1	-1	1	2.1	-2	5	-5	0	-1	2	0.3
O=C1CN(C(=O)COC(=O)CNC(=O)c2ccccc2)c2ccccc2N1	4	6	-0.6	-2	-14	-10	-1	1	0	1.1
CC1(Cc2ccc(OC(F)(F)F)cc2)C(=O)Nc2ccc(OC(F)(F)F)cc21 (configuration not stated)	/	/	-1.2	/	27	/	1	/	22	4.4
COCCCNC(=O)CCc1c(C)c2cc3c(C)coc3cc2oc1=O	-5	-2	i	-16	-7	4	8	-4	-3	-0.1
COc1cccc(CCc2nnc(CCC(=O)NC(C)Cc3cccs3)o2)c1 (configuration not stated)	7	4	-0.3	31	3	-4	-2	1	13	0.4
CC(C)(OC(=O)c1ccc(F)cc1)c1cc2ccccc2c(=O)o1	6	/	-0.3	/	-7	-13	6	-1	20	0.9
CN(C(=O)CN1CCN(c2cc(-c3ccc(-c4ccccc4)cc3)ncn2)CC1)c1ccccc1	/	/	0.8	/	13	/	5	/	11	-0.1
COc1ccc(C(C)=O)c(OC(=O)c2ccc(OC)c(OC)c2)c1	5	-3	0.8	-13	-1	-23	2	-1	4	/
Cc1nnc2sc(-c3ccc(NC(=O)c4ccc(-c5ccc(Cl)cc5Cl)o4)cc3)nn12	-12	2	-1.7	/	-16	-1	-3	-67	1	/
Cc1nc(C)c(C(=O)NCc2ccccc2Cl)o1	-2	6	-0.2	19	/	-3&-7	/	-5	-12	1.4
CN(C)C(=O)c1c([N+](=O)[O-])c(C(C)(C)C)nn1C	-4	3	-0.3	-2	5	-5	5	3	0	0.8
Brc1ccc(NC2=Nc3ccccc3CC2)cc1	2	-1	i	19	0	8	10	1	-8	/
O=C(NCCCn1ccnc1)c1cc(Br)c(Br)s1	2	-1	i	9	-7	-5	-11	14	-2	0.3
COc1cc(/C=N/Nc2nc(C)cc(=O)[nH]2)ccc1OC(=O)c1cccnc1	7	2	-0.1	13	-10	/	11	-11	1	0.2
CS(=O)(=O)NN1C(=O)c2ccccc2NC1c1c[nH]c2ccccc12 (configuration not stated)	-2	4	-2.3	8	-12	8	3	-12	-4	1.3
CCCS(=O)(=O)NC(=O)C1(C)CCN(C(=O)c2ccc(OC)cc2OC)C1 (configuration not stated)	/	/	-0.4	/	-3	/	-4	/	-7	-0.5
O=C(NC(=S)Nc1ccccc1F)C1CCCCC1	-6	-1	-0.3	10	0	/	11	/	-5	0.4
O=C(Oc1ccc(OC(=O)c2ccco2)c(S(=O)(=O)c2ccc(Br)cc2)c1)c1ccco1	20	1	-0.7	4	/	-1	/	-12	-5	/
O=C(CSc1ncccn1)Nc1ccc2[nH]c(=O)[nH]c2c1	0	/	-0.6	/	13	-8	4	4	-1	1.3
CCOc1ccc(C=NCC(O)c2ccccc2)cc1 (configuration not stated)	-5	1	i	3	1	6	-3	-1	3	0.7
CCn1c(CC(=O)Nc2ccccc2F)nnc1SCC(=O)N1CCN(c2ccccc2)CC1	-5	4	i	-4	-10	-15	2	3	10	/
CO/N=C/C1CCN(c2ncc(C(F)(F)F)cc2Cl)C1=O (configuration not stated)	-11	1	-0.2	30	-11	/	-5	8	-5	0.6
O=C(c1cccc(N2C(=O)C3CC=CCC3C2=O)c1)N1CCN(c2ccccc2)CC1 (configuration not stated)	-3	-4	-0.6	3	11	-9	0	7	23	/
O=Cc1c(NCCCN2CCCC2=O)c2ccccc2[nH]c1=O	4	-3	1.3	14	-6	-11	-2	-22	4	0.7
O=C(N/N=C/c1cn(-c2ccccc2)nc1-c1cccs1)c1ccncc1	-25	-1	-0.3	-4	-14	/	4	28	12	/
C#CCOCCOCCOCCNc1nc(N2CCN(C(=O)CCCCCCCCCCNC(=O)[C@H](CCCCN)n3cc(CCCC(=O)O)nn3)CC2)nc(N2CCN(C(=O)CCCCCCCCCCNC(=O)[C@@H]([C@H](C)O)n3cc(C)nn3)CC2)n1	-6	/	i	/	/	4	/	15	16	0.0
O=C(CCl)N(Cc1cc(=O)[nH]c2ccccc12)c1ccccc1	1	1	i	14	-20	10	2	7	8	0.0
C1CN(CCN2CCOCC2)CCN1	6	2	-0.6	31	/	7	/	6	1	/
O=S(=O)(Nc1cc(S(=O)(=O)N2CCOCC2)ccc1Cl)c1ccccc1	10	/	i	/	-2	-3	-3	6	4	0.3
CCCCn1c2ccccc2c2cc(CC(N)=O)ccc21	0	-1	i	26	-8	1	5	12	18	1.5
COc1cc(/C=C2\C(=O)N(CCC#N)N=C2C)ccc1OCC(=O)Nc1ccccc1	-211	0	i	-5	18	-5	0	4	-11	/
C[C@H](CO)N1C[C@H](C)[C@@H](CN(C)C(=O)Nc2ccccc2)Oc2ccc(NC(=O)CCN3CCOCC3)cc2C1=O	-3	/	-0.5	/	-1	-8	-7	-2	2	-4.8&0.3
CC1(c2ccc(Cl)cc2)NC(=O)CS1 (configuration not stated)	5	-2	i	-5	5	1	2	6	4	-0.6
Cn1c(=O)c2cn(-c3ccc4c(c3)OCCO4)cc2n(C)c1=O	4	-6	i	3	6	-6	4	2	-2	/
CCc1cc(=O)oc2c3c(cc(OCC(=O)NCCCC(=O)O)c12)OC(C)(C)CC3	7	1	-0.8	21	-233	5	4	6	-13	1.2
Cc1noc(C)c1NC(=O)Nc1ccc2c(c1)C(=O)N([C@H](C)CO)C[C@H](C)[C@@H](CN(C)C(=O)Nc1ccc3c(c1)OCO3)O2	0	/	0.4	/	-5	5	10	1	-12	0.7&0.7
Cc1ccc(CCNC(=O)C2CCC(=O)N2Cc2ccc(F)cc2)cc1 (configuration not stated)	-6	4	0.8	-20	0	-28	-3	5	6	2.4
CCN(C[C@H]1N[C@@](CC)(C(=O)OC)[C@H]2C(=O)N(C)C(=O)[C@@H]12)C(=O)COC	7	/	2.0	/	-3	-7	0	7	2	-1.4
CCOc1ccc(NS(=O)(=O)c2ccc(C(=O)N3CCCCC3)cc2)cc1	-3	3	i	28	10	-5	14	-4	10	1.3
CC(C)n1ncc2c(C(=O)N3CCN(Cc4ccc(Br)s4)CC3)cc(C3CC3)nc21	-11	/	-0.6	/	3	4	6	-12	-12	1.8
Cc1ccc(N(CC(=O)Nc2ccccc2C(=O)NCc2ccco2)S(=O)(=O)c2ccccc2)cc1C	-30	6	i	13	19	14	12	1	3	/
COc1cc(NC(=O)CN2C(=O)C(c3ccccc3)=NC2(C)C)cc(OC)c1	-4	4	-0.3	27	21	0	-2	7	-1	1.5
Cc1ccc(S(=O)(=O)N2CCN(C(=O)CNC(=O)c3ccc(Br)o3)CC2)cc1	-7	/	-0.3	/	-4	-7	0	-3	8	0.1
CC(=O)Nc1ccc(C(=O)Nc2cc(C)on2)cc1	5	-2	i	7	-9	-4	6	2	-4	-0.4
CC(=O)Nc1ccc2c(c1)nc(C)n2-c1ccccc1	6	3	-0.6	33	6	-10	-4	1	10	2.5
C=CCn1c(C)cc(C(=O)COC(=O)/C=C/c2cccc(OC)c2)c1C	-9	5	-0.4	11	15	5	9	5	41	0.6

Additional structures:
SMILES	Rv3671c inh	SARS 3CLpro inh	BH1578 lux ind	VHR inh abs	CCHF vOTU inh	SSB-PriA inh	PrPC TRFRET	MazF activator	Y pestis TopoI	TcdB inh
COC(=O)c1ccc(CNC(=O)c2ccc(OC)c(S(=O)(=O)NC3CCCC3)c2)cc1	7	/	i	/	13	-7	1	9	17	0.0
COC(=O)c1cc(Br)c(=O)n(Cc2cccnc2)c1	0	3	0.6	37	11	-4	3	0	-1	/
COc1ccc(CN2CCCC(C(=O)c3sccc3C)C2)cc1O (configuration not stated)	-1	-5	/	47	2	5	-2	2	-14	1.6
Nc1sccc1C(=O)c1ccc(Cl)cc1	/	8	i	-5	3	9	4	-2	1	-0.3
Clc1ccc(Cl)c(OCCN2CCCC2)c1	3	3	i	11	9	9	-4	9	0	0.0

Screening data as filed in PubChem.

These rows are one share of the data (hit frequency here may not be typical).
